PGC1a acetyl inh: lowers PGC1a acetylation signal in U2OS cells | AlphaScreen anti-acetyl-lysine; with virally co-expressed GCN5 acetyltransferase | inhibition, % at 15.6 µM | 350,000 tested, 0.17% active;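 active = every replicate shows inhibition of at least 40%; inconclusive = mean inhibition at least 40% but some replicate below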;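 also: 0% = neutral control wells and 100% = positive control wells; some results beyond the cut were filed as inactive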
miR122 inh: inhibitors of miR-122 in Huh7 cells; 340,000 tested, 0.3% active; Huh7 miR-122 Renilla luciferase sensor, 48 h; neutral wells = 0, positive control = 100; activation (reporter increase), % at 12.5 µM;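 active = mean replicate activation score at least 90 and every replicate individually at or above 90; inconclusive = only one of the two criteria met; inactive = neither criterion met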;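 also: higher luciferase means less miR-122 activity so hits act as miR-122 inhibitors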
CASP6 VEID inh: caspase-6 (human) enzyme inhibition; 350,000 tested, 0.53% active; purified caspase-6, Z-VEID-R110 cleavage fluorescence; AID 686996; inhibition, % at 12.5 µM;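 active = mean inhibition across replicates at least about 35%, with every replicate also reaching that limit, limit read from the data; inconclusive = only one of the two criteria met; inactive = neither criterion met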;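 also: 0% = median of neutral control wells and 100% = no fluorescence left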
Target sequence (P55212 24-179 limits assumed): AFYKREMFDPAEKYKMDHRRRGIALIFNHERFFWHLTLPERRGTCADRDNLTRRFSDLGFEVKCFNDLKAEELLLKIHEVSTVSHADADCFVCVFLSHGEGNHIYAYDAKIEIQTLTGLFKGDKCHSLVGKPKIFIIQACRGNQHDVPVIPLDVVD
Target sequence (P55212 194-293 limits assumed): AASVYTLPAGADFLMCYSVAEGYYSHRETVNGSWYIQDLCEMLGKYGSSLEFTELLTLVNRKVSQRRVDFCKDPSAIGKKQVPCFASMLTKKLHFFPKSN
LGR2 inh: inhibitors of bursicon-induced Drosophila LGR2 receptor cAMP signaling; HEK293 LGR2, CRE-luciferase, bursicon-stimulated, 4 h; inhibition, % at 9.99 µM; 380,000 tested, 0.35% active; AID 720647;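 active = drop in luminescence signal, shown as inhibition above about 50% in the replicate tests, limit read from the data, passing the limit was not always enough; inconclusive = probably only some replicates passing the limit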;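 also: agonist challenge used bursicon conditioned medium at about half maximal strength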
PAX8 inh HTS: inhibitors of PAX8 transcriptional activity in RMG-I cells. inhibition, % at 12.6 µM. 360,000 tested, 1.2% active. AID 652154. RMG-I TPO-luciferase reporter, SteadyGlo, 24 h;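 active = mean replicate inhibition at least 60% with every replicate also reaching 60%; inconclusive = only one of the two criteria is met; inactive = mean below 60% and not all replicates reaching 60%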;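 also: luciferase light reporting Pax8 driven TPO promoter activity; plate controls were median of neutral control wells for no effect and mitoxantrone controls for full effect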
FN deposition inh: fibronectin deposition inhibition; AH1F fibroblasts, Alexa488-fibronectin deposition fluorescence, overnight; AID 743247; inhibition, % at 12.6 µM; 350,000 tested, 0.086% active;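 active = mean inhibition across replicates of 30% or more, regardless of how many single replicates reach that level; inconclusive = mean under 30% yet at least half of replicates reach 30%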;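 also: positive control wells lacked labelled fibronectin entirely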
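Test system: AH1F fibroblast monolayer depositing Alexa488-labelled fibronectin into matrix. Input: 10000 cells per well. Technique: fluorescence, ex 485 nm, em 525 nm. Buffer or medium: DMEM plus 2% serum, read in PBS. Timing: 1 h cell adhesion before compound, then overnight fibronectin incubation. Compound: single dose, pinned. Read-out basis: inhibition from reduced deposited-fibronectin fluorescence.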
Cneo AK release: Cryptococcus neoformans lysis via adenylate kinase release; C. neoformans lysis, adenylate kinase release luminescence, 4 h; normalised: neutral wells 0, clomiphene wells 100; lysis activity, % at 15 µM; 360,000 tested, 0.2% active;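 active = mean lysis activity across replicates of at least 80%, whatever share of replicates individually reach that level; inactive = mean lysis activity below 80%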
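Assay system: log-phase C. neoformans yeast / Quantity: yeast cell density of 5 × 10^6 cells/mL / Medium: fresh YPD growth medium / Compound: single dose / Timing: static 4 h at 37 °C with compound, 1 h detection / Measured by: adenylate kinase release luminescence / Read-out: lysis from increased AK signal / Benchmarks: Clomiphene as positive lysis control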
EWS-Fli inh: EWS/Fli transcriptional activity inhibition; inhibition, % at 12.6 µM; A673 NR0B1-luciferase reporter, viability-normalised; AID 651661; 350,000 tested, 0.67% active;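 active = mean inhibition of at least 50% after viability correction, with every replicate also passing that limit; inconclusive = mean reaches 50% but only one of two replicates passes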;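 also: firefly luciferase signal divided by Alamar Blue viability fluorescence both relative to DMSO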
An asterisk follows results filed as active; ? = inconclusive; / = not tested or not shown; & = joins results of further samples; [ ] = another dose, or the depositor's remark.

SMILES | PGC1a acetyl inh | miR122 inh | CASP6 VEID inh | LGR2 inh | PAX8 inh HTS | FN deposition inh | Cneo AK release | EWS-Fli inh
C=CCn1c(SCC(=O)N2c3ccccc3Sc3ccccc32)nnc1-c1ccco1 | 3.5 | -4.5 | 0.4 | 13.7 | 3.9 | -11.8 | / | 1.1
CCOc1ncccc1C(=O)Nc1ccc2c(C)cc(=O)oc2c1 | 5.9 | 2.3 | / | / | / | -0.9 | -1.6 | /
O=C1/C(=C\c2cc([N+](=O)[O-])ccc2O)SC(=S)N1Cc1ccc(Cl)cc1 | -8.2 | -7.5 | 20.2 | 14.9 | 8.6 | -7.1 | -2.9 | 12.8
CN(C)c1nc(N(C)C)nc(N(C#N)Cc2ccc(Cl)cc2)n1 | -3.1 | 7.6 | -6.4 | 3.0 | -5.0 | -3.5 | 0.4 | -3.0
O=C(N/N=C/c1c[nH]c2ccccc12)c1cc(-c2ccc(-c3ccccc3)cc2)n[nH]1 | -4.8 | -13.6 | / | / | / | 0.2 | -5.1 | /
COc1cc(C(=O)Nc2nnc(CC(C)(C)C)s2)c([N+](=O)[O-])cc1OC | -1.3 | -2.2 | / | 10.2 | -5.8 | -4.9 | -0.1 | /
C[C@H](CO)N1C[C@H](C)[C@@H](CN(C)C(=O)Nc2ccc(C(F)(F)F)cc2)Oc2ncc(-c3ccc(C#N)cc3)cc2C1=O | 14.9 | -9.6[16.7 µM] | 0.7 | 7.0 | 10.6 | 5.0 | 3.8 | -2.8
COC(=O)CSc1nnc(CNC(=O)c2ccc(S(=O)(=O)N(C)C)cc2)n1C | / | / | 1.7 | -8.5 | 6.4 | 4.7 | / | -11.9
Cc1nc(Nc2cccc(O)c2)c2oc3ccccc3c2n1 | 4.6 | -4.9 | 0.5 | -5.4 | -42.0 | 12.6 | -0.7 | -7.3
O=C(Nc1ccncc1)Nc1cccc(Cl)c1 | / | / | 3.1 | -19.1 | -17.8 | 7.1 | -30.4 | -5.7
O=CNc1cc(-c2cccc(F)c2)cn2c(-c3ccc(F)cc3)cnc12 | / | / | 24.3 | -3.0 | 20.5 | -6.8 | 11.7 | 5.2
COc1ccc(C2CC(c3cccs3)Nc3nnnn32)cc1 (centres undefined) | 8.3 | / | 0.1 | -4.2 | -8.5 | / | / | 11.4
CCC(=O)NNc1nc2c(F)cccc2s1 | 7.2 | 2.7 | 3.5 | -285.7 | 14.3 | / | -1.1 | 4.4
COc1ccc2c3c([nH]c2c1)[C@H](CO)N(C(=O)Nc1ccc(F)cc1)CC31CCN(C(=O)c2ccccc2F)CC1 | -2.2 | / | 0.0 | 17.2 | / | -4.0 | / | 13.5
Cc1ccc(S(=O)(=O)Nc2ccc3c(c2)C(=O)N([C@H](C)CO)C[C@@H](C)[C@H](CN(C)S(=O)(=O)c2ccc(Cl)cc2)OCCCC[C@H](C)O3)cc1 | -12.1 | / | 0.1 | 2.8 | 87.8* | 12.9 | / | 23.0
Fc1ccccc1N1CCN(c2nnnn2-c2ccccc2)CC1 | -21.8 | -3.3 | 2.5 | -1.0 | 17.7 | -3.4 | -2.5 | -14.7
Cn1c2c(sc1=O)CCC2 | -12.8 | -8.2 | 6.4 | -7.3 | 7.1 | / | -1.2 | -5.6
O=C(CSc1ncnc2ccccc12)Nc1ccc2c(c1)OCO2 | -1.7 | 1.3 | -2.9 | -36.6 | 17.8 | 4.1 | -1.8 | -3.4
CCCCc1ccc(-c2nn[nH]n2)nc1 | / | / | 1.6 | 2.8 | -7.9 | 0.1 | / | -4.6
COc1ccc(Cl)cc1/C=C(\C#N)C(N)=O | 10.2 | 3.0 | -0.2 | 33.6 | 2.2 | 2.2 | 3.8 | 3.2
CCCCSCCCNC(=O)CCCN1C(=O)c2ccccc2Sc2ncccc21 | -0.9 | -4.6 | 3.4 | 12.1 | 2.4 | -0.3 | 2.5 | -12.6
CC(C)(C)c1ccc(C(=O)NCCn2c(N)c(C#N)c3nc4ccccc4nc32)cc1 | / | / | 3.3 | 10.6 | 16.6 | -19.5 | / | 10.3
CN1CCN(c2ccc(CNS(=O)(=O)c3ccc(Cl)cc3)cc2)CC1 | 2.4 | 4.7 | -43.9 | -12.8 | -1.5 | 1.9 | 0.5 | -10.7
C[C@H](CO)N1C[C@H](C)[C@@H](CN(C)C(=O)C2CC2)Oc2cc(C#CC(C)(C)O)ccc2S1(=O)=O | 9.9 | 5.0[16.7 µM] | / | 15.8 | / | / | / | -3.5
CCOC(=O)C1=C(C)N(C[C@@H]2CC[C@@H](Cc3ccc(-c4ccccc4)cc3)O2)C(=O)NC1c1cccc2ccccc12 (some centres undefined) | / | / | -4.5 | 4.2 | 37.5 | / | 0.1 | 1.8
Cc1ccc(Cc2cnc(NC(=O)/C(C#N)=C/c3ccc(-c4ccccc4[N+](=O)[O-])o3)s2)cc1 | 29.9 | -4.7 | / | 2.8 | / | / | -1.1 | /
O=C(NCCc1ccccc1)c1cnc(Cl)c(Cl)c1 | 6.5 | -3.2 | -1.0 | -29.4 | -85.3 | 0.1 | -6.9 | -62.0
C[C@@H]1CN([C@@H](C)CO)C(=O)c2ccccc2-c2ccccc2CO[C@@H]1CN(C)C(=O)N[C@H](C)c1ccccc1 | 3.7 | / | 1.3 | 5.8 | 5.5 | 6.5 | 1.2 | 3.5
CCc1ccc(NC(=O)c2cnc(N3CCN(c4ccccn4)CC3)c3ccccc23)cc1 | 9.2 | 3.5 | / | ? | 31.5 | 10.4 | / | -8.4
CCCN(C)C[C@@H]1Oc2ncc(Br)cc2C(=O)N([C@H](C)CO)C[C@@H]1C | -5.2&-5.4 | -4.7&6.6[16.7 µM] | 24.9&-3.2 | 23.8 | / | -8.0 | -12.9&-9.5 | -4.7&-1.7
C[C@H](CO)N1C[C@H](C)[C@@H](CN(C)Cc2ccc(C(=O)O)cc2)Oc2c(NC(=O)c3cnccn3)cccc2C1=O | 4.8 | -11.8[16.7 µM] | -1.1 | -2.0 | / | / | -4.0 | -9.4
C[C@@H]1CN([C@@H](C)CO)S(=O)(=O)c2ccc(-c3cncnc3)cc2O[C@H]1CN(C)Cc1ccccc1 | -8.6 | 1.8[16.7 µM] | 2.4 | -1.1 | 1.2 | / | 1.2 | 6.7
CC1=C(C(=O)OCc2ccccc2)C(c2ccc([N+](=O)[O-])cc2)NC(=O)N1 (centres undefined) | / | / | 3.1 | 13.1 | 6.1 | 8.3 | -2.6 | 5.6
CCOC(=O)c1c(NC(=S)NC(=O)c2ccc(Cn3cc(Cl)cn3)o2)sc2c1CCC(C)C2 (centres undefined) | 16.5 | -1.2 | / | / | -34.3 | -7.8 | 0.5 | /
CC(C)[C@H](NC(=O)c1ccccc1)C(=O)OCC(=O)NCCC1=CCCCC1 | 3.9 | -0.4 | -0.1 | / | -2.7 | 3.2 | 0.5 | 3.6
Cc1noc(C)c1S(=O)(=O)N(C)C[C@H]1OCc2ccccc2-c2ccccc2C(=O)N([C@@H](C)CO)C[C@@H]1C | -5.3 | / | / | 6.0 | 1.5 | / | / | 4.1
COc1ccc(CCNC(=O)CCCn2c(SCC#N)nc3ccccc3c2=O)cc1OC | -0.6 | -11.1 | / | / | / | 18.0 | -0.8 | /
O=C(NC1Cc2ccccc2C1)[C@H]1[C@H](CO)[C@H]2Cn3c(ccc(-c4ccccc4)c3=O)[C@@H]1N2 | -13.8 | -3.4[16.7 µM] | -0.1 | 3.2 | 11.9 | / | 7.5 | 4.5
Cn1cnnc1Sc1nc([N+](=O)[O-])nn1C | 9.6 | -3.9 | 2.3 | -8.6 | -1.8 | -3.7 | / | -6.2
COC(=O)[C@@H]1[C@@H](CO)[C@@H]2Cn3c(ccc(C4=CCCCC4)c3=O)[C@@H]2N1CCC(F)(F)F | / | / | -0.9 | -4.6 | / | / | 16.1 | 3.9
O=c1oc2ccc(C#CC3(O)CCCCC3)cc2cc1-n1cc(C2(O)CCCCC2)nn1 | 1.0 | -7.1 | 2.3 | -3.5 | -13.3 | 4.8 | -0.5 | -12.0
Cc1ccc(-c2nnc(SCC(=O)N3CCN(c4ccccc4)CC3)o2)cc1 | -1.5 | -2.7 | / | / | / | -1.3 | -3.4 | /
Cc1noc(C)c1NC(=O)Nc1ccc2c(c1)C(=O)N(C)[C@@H]1CC[C@@H](CC(=O)NCc3ccc(Cl)cc3)O[C@H]1CO2 | / | / | 0.1 | -1.0 | -11.6 | 9.1 | -3.2 | -2.3
O=C1c2ccc([N+](=O)[O-])cc2C(=O)N1c1c[nH]c(=O)[nH]c1=O | 1.3 | -6.5 | 4.5 | 2.1 | 10.7 | 8.6 | 6.3 | 0.3
CCn1c2ccccc2c2nnc(SCC(=O)c3c(N)n(C)c(=O)n(C)c3=O)nc21 | 4.2 | / | 3.0 | 1.7 | 2.6 | 0.6 | / | -2.8
Cn1c(SCc2ccccc2)nnc1-c1c[nH]c2ccccc12 | / | / | 2.2 | -86.5 | -108.8 | 6.5 | -0.4 | -37.9
CC1=C(C(=O)OCc2ccccc2)C(c2ccoc2)C(C#N)=C(N)O1 (centres undefined) | -10.8 | -4.6 | / | / | -9.2 | -5.1 | 7.3 | /
CCc1ccc(N(CC(=O)NCc2ccc(OC)cc2)C(=O)CCC(=O)Nc2ccccn2)cc1 | / | -1.4 | -0.2 | 6.9 | 12.1 | -2.0 | 6.5 | -2.2

3 compounds drawn at random from those above, as already listed:
SMILES | PGC1a acetyl inh | miR122 inh | CASP6 VEID inh | LGR2 inh | PAX8 inh HTS | FN deposition inh | Cneo AK release | EWS-Fli inh
Cc1ccc(Cc2cnc(NC(=O)/C(C#N)=C/c3ccc(-c4ccccc4[N+](=O)[O-])o3)s2)cc1 | 29.9 | -4.7 | / | 2.8 | / | / | -1.1 | /
O=c1oc2ccc(C#CC3(O)CCCCC3)cc2cc1-n1cc(C2(O)CCCCC2)nn1 | 1.0 | -7.1 | 2.3 | -3.5 | -13.3 | 4.8 | -0.5 | -12.0
Cn1c(SCc2ccccc2)nnc1-c1c[nH]c2ccccc12 | / | / | 2.2 | -86.5 | -108.8 | 6.5 | -0.4 | -37.9

Next compounds follow:
SMILES | PGC1a acetyl inh | miR122 inh | CASP6 VEID inh | LGR2 inh | PAX8 inh HTS | FN deposition inh | Cneo AK release | EWS-Fli inh
O=C(c1ccc(N2CCOCC2)c([N+](=O)[O-])c1)N1CCN(c2ccccc2F)CC1 | 11.4 | -9.2 | -2.0 | / | -6.6 | 0.7 | -9.1 | -1.9
CSCC[C@H](NC(=O)C1=NN(c2c(F)c(F)cc(F)c2F)C(=O)CC1)c1nc2ccccc2[nH]1 | -7.9 | 32.4 | 0.8 | 3.2 | -1.0 | 2.8 | -4.9 | 0.5
CC(=O)c1cccc(NC(=O)C(C)OC(=O)c2ccc(-n3cnnn3)cc2)c1 (centres undefined) | 0.5 | -4.3 | 0.6 | -5.9 | 5.1 | 3.1 | 4.1 | 2.1
Cc1ccc(OCC(=O)NNC(=O)CCc2ccccc2)cc1 | -1.7 | -1.4 | -0.5 | -0.6 | / | / | -0.8 | -7.4
Cn1c(SCC(=O)NCc2ccco2)nnc1-c1ccc(S(=O)(=O)N2CCOCC2)cc1 | -2.6 | -5.8 | / | 5.4 | / | / | -4.3 | /
Cc1cccc(S(=O)(=O)NC(Cc2c[nH]c3ccccc23)C(=O)O)c1 (centres undefined) | 5.4 | 2.0 | / | 5.6 | -18.1 | 3.5 | 0.0 | /
